Giardia killer = Small Molecules that selectively kill Giardia lamblia: qHTS | Giardia lamblia trophozoite viability | activity change, % at 7.66 µM, hits read low | 340,000 tested, 0.15% active; in the data active = activity change below about -80%; inconclusive = between about -30% and that limit;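 also: parasites exposed to compound for two days anaerobically before the ATP read; % is scaled to controls: 0 for no effect and ±100 for the full control effect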
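Anaerobic 48 hrs incubation at 37 deg C of 100 trophozoites/well with test compounds; ATPLite 1-Step luminescence, 15-30 min RT, reports cellular ATP as viability.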
p53 reactivator = qHTS assay for re-activators of p53 using a Luc reporter. H1299 p53-A138V BP100-luciferase reporter, luminescence, 24 h. Potency, µM (doses to about 92.2 µM), for inactives: at the top dose activity change, positive = activation, usual class: activators. 320,000 tested, 0.063% active. AID 504706, 2011; also: potency is read from the fitted curve at half-maximal effect; % of control where 0% means no effect; nearly all actives have a fitted effect of over 45% in size
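p53-null H1299 cells stably carrying temperature-sensitive p53-A138V and a BP100-luciferase reporter were pinned with compounds (4-point, 1:5 series) and held 24 hrs at 37 deg C. Luminescence was read 10 min after detection reagent.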
Menin MLL FP TR = qHTS Assay for Inhibitors Targeting the Menin-MLL Interaction in MLL Related Leukemias: Competition With Texas Red Labeled MLL-derived Mutant Peptide; AID 1768, 2009; 270,000 tested, 0.23% active; Menin + Texas Red MLL mutant peptide, fluorescence polarization; Potency, µM (doses to about 61.6 µM), for inactives: at the top dose FP activity change, negative = inhibition, actives largely listed as inhibitors; active = well fitted inhibition curve with a large enough effect in the polarisation, with a control signal flat, not every such curve was filed as active; inconclusive = small, poorly fitted or top-dose-only effect, or effect the other way, or a change in a side signal; inactive = no such curve, though single readings can be large or run the other way; the % refers to the polarisation; also: potency is read from the fitted curve at half-maximal effect; % of control where 0% means no effect; many of its hits are not listed in these tables
NPC1 prom act = qHTS Assay for NPC1 Promoter Activators; 320,000 tested, 2.4% active; Potency, µM (highest dose often 9.22 µM), for inactives: at the top dose activation, usual class: activators; Huh7 NPC1 promoter luciferase reporter, 24 h; AID 485313, 2010;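 also: potency is read from the fitted curve at half-maximal effect; % of control where 0% means no effect; nearly all actives have a fitted effect of over 60% in size; reporter is driven by a mutant NPC1 promoter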
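NPC1 promoter–luciferase Huh7 cells; 24 h compound; luminescence.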
ELG1 genotoxic = qHTS screen for small molecules that induce genotoxicity in human embryonic kidney (HEK293T) cells expressing luciferase-tagged ELG1; Potency, µM (series often up to 46 µM), inactives show top-dose activity change, positive = activation, actives largely listed as activators; HEK293T ELG1-luciferase reporter, luminescence, 16 h; 330,000 tested, 1.3% active; also: potency is read from the fitted curve at half-maximal effect; % of control where 0% means no effect; nearly all actives have a fitted effect of over 60% in size
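After overnight (16 hr) compound treatment at 37 °C, ELG1-luciferase HEK293T cells were lysed with ONE-Glo; luminescence quantified 30 min later at room temperature.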
FLuc modulator = qHTS profiling assay for firefly luciferase inhibitor/activator using purifed enzyme and Km concentrations of substrates (counterscreen for miR-21 project). AID 588342, 2011. 360,000 tested, 6.9% active. purified FLuc, Km substrates, luminescence inhibition. Luciferin 4-monooxygenase (Photinus pyralis), P08659. Potency, µM (series often up to 57.5 µM), without a hit: at the highest dose activity change, negative = inhibition, usual class: inhibitors;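 also: potency is read from the fitted curve at half-maximal effect; plate controls were vehicle for no effect and reference inhibitor for full effect; nearly all actives have a fitted effect of over 55% in size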
Target sequence (P08659 whole entry, looked up): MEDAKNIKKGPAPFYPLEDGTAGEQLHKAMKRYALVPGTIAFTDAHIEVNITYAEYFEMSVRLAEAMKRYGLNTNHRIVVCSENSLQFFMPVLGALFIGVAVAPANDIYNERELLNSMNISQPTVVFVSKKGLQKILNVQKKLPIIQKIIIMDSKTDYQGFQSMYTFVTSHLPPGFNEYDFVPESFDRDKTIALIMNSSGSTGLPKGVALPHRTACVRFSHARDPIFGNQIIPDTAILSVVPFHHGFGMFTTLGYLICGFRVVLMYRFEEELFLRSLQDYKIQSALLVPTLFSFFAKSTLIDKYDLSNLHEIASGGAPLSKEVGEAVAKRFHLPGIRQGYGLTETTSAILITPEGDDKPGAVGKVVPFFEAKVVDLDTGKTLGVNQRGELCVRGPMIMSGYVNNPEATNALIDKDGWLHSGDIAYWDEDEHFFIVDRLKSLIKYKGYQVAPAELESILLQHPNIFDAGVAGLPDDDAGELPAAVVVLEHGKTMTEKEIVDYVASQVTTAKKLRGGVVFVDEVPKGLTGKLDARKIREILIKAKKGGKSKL
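Biochemical qHTS of compounds, final roughly 60 µM downward over six points, against 10 nM purified firefly luciferase using Km concentrations of substrates (10 uM D-luciferin, 10 uM ATP) in Tris acetate pH 7.5 buffer; luminescence output.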
VP16 counter = VP16 counterscreen qHTS for inhibitors of ROR gamma transcriptional activity | Drosophila S2 Gal4-VP16 UAS-luciferase, luminescence, 20 h | Potency, µM (titrated, usually from 53.6 µM), for the others: at the highest dose activity, negative = inhibition, hits mostly inhibitors | 310,000 tested, 3.5% active | AID 2546, 2010;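 also: Gal4-VP16 expression switched on by copper sulfate through the metallothionein promoter; potency is read from the fitted curve at half-maximal effect; % is scaled to controls: 0 for no effect and ±100 for the full control effect; nearly all actives have a fitted effect of over 50% in size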
BRCA1 expr up = qHTS Assay to Identify Small Molecule Activators of BRCA1 Expression. MCF7-BRCA1-FFLuc reporter, luminescence, 48 h; response scale: scaled: vehicle 0%, 10 µM genistein 100%. Potency, µM (series often up to 46.1 µM), for inactives: top-dose activation, actives largely listed as activators. 380,000 tested, 1.1% active. AID 624202, 2012; also: potency is read from the fitted curve at half-maximal effect; nearly all actives have a fitted effect of over 80% in size; some results filed as inactive show a strong effect at the top dose
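48 h compound treatment of MCF7-BRCA1-FFLuc cells (phenol-red free MEM, 37 °C), then 15 min with luciferase substrate and luminescence imaging.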
Rab9 prom act = qHTS Assay for Rab9 Promoter Activators | AID 485297, 2010 | Huh7 Rab9 promoter-luciferase reporter, luminescence, 24 h | Potency, µM (series often up to 9.22 µM), for inactives: at the highest dose activation, negative = inhibition, most hits filed as activators | 320,000 tested, 2.8% active; also: potency is read from the fitted curve at half-maximal effect; % of control where 0% means no effect; nearly all actives have a fitted effect of over 60% in size
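Using Huh7 cells stably transfected with Rab9 promoter–luciferase, compounds were incubated 24 h at 37 °C, 5% CO2; luciferase luminescence was read 10 min after reagent addition.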
RORgamma inh = qHTS for inhibitors of ROR gamma transcriptional activity; Nuclear receptor ROR-gamma (Mus musculus), P51450; Drosophila S2 Gal4-RORgamma UAS-luciferase reporter, 20 h; Potency, µM (top dose mostly 53.6 µM), without a hit: top-dose activity change, negative = inhibition, actives largely listed as inhibitors; 310,000 tested, 5.4% active; AID 2551, 2010; also: potency is read from the fitted curve at half-maximal effect; % is scaled to controls: 0 for no effect and ±100 for the full control effect; nearly all actives have a fitted effect of over 60% in size
Target sequence (P51450 whole entry, looked up, the tested form may be a part): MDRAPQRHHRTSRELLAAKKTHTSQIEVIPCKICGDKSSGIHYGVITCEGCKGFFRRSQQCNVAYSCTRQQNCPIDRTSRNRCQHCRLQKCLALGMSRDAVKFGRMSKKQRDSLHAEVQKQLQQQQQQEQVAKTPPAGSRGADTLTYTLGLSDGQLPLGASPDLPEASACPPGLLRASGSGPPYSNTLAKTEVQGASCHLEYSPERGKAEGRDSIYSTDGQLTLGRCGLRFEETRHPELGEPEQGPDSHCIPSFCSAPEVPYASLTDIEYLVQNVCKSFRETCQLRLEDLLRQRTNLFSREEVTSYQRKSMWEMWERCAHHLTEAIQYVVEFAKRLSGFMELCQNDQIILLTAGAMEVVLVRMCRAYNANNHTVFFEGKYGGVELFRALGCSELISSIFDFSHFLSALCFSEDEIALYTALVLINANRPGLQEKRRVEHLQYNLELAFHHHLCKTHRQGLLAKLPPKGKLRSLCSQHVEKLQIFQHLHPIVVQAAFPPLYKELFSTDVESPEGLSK
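Compounds are pin-transferred onto Drosophila Schneider cells expressing a copper-inducible Gal4–ROR gamma transactivation domain fusion. After 1 hr, copper sulfate is added to 700 uM final; luciferase is read 20 hr later.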
PKM2 act = qHTS Assay for Activators of Human Muscle isoform 2 Pyruvate Kinase; purified PKM2, Kinase-Glo ATP luminescence, activation; response scale: 0% is enzyme alone, no compound; Pyruvate kinase PKM (Homo sapiens), P14618; Potency, µM (doses to about 57.5 µM), without a hit: at the top dose activation, most hits filed as activators; 260,000 tested, 0.34% active; AID 1631, 2009; also: potency is read from the fitted curve at half-maximal effect; % is scaled to controls: 0 for no effect and ±100 for the full control effect; nearly all actives have a fitted effect of over 55% in size
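hPK-M2, >95% pure; 0.1 mM ADP / 0.5 mM PEP final; imidazole pH7.2 buffer w/ 7 mM MgCl2, 50 mM KCl; 1 h RT; Kinase-Glo lum. Intermediate enzyme activity for dual inhibitor/activator qHTS.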
Starred values were filed as active, the others as inactive; ? = inconclusive; / = no result given; & = joins results of further samples; [ ] = remark or other dose. Unless noted, calls follow the shape of the dose curve; as a rule, active = well fitted curve in the direction sought with a large enough effect; inconclusive = small, poorly fitted or top-dose-only effect, or another doubt; inactive = no such curve, though single readings can be large; an effect the other way counts as inactive or inconclusive.

SMILES	Giardia killer	p53 reactivator	Menin MLL FP TR	NPC1 prom act	ELG1 genotoxic	FLuc modulator	VP16 counter	BRCA1 expr up	Rab9 prom act	RORgamma inh	PKM2 act
O=C(CSc1nc2cccnc2n1Cc1ccccc1)N1CCCC1	-14	-7%	-6%	-5%	0%	4%	-2%	-36%	1%	-23%	-1%
O=C1ON=C(c2ccccc2)/C1=C\c1ccco1	4	-1%	/	8%	16%	?	-9%	1%	0%	?	3%
CCOC(=O)c1ccc(N2CN=C3SCC(=O)N3C2)cc1	-2	4%	17%	11%	3%	-7%	-8%	14%	-1%	7%	-7%
CC1CC(C)CN(C(=O)c2ccc3nc[nH]c3c2)C1 (configuration not stated)	10	13%	/	-4%	0%	3%	0%	2%	2%	19%	-1%
CCOC(=O)c1sc(NC(=O)Nc2cccc(Cl)c2)cc1C	-17	?	?	2.5µM*	?	1.7µM*	?	-55%	?	-91%	-2%
Cc1cc(OCC(O)CN2CCN(c3ccccn3)CC2)cc(C)c1Cl (configuration not stated)	-21	/	0%	-5%	0%	6%	-12%	-28%	-3%	-4%	8%
CCNC(=S)Nc1ccc2cn[nH]c2c1	-5	-2%	11%	-1%	0%	3%	-9%	30%	0%	-2%	-4%
O=C1CSC(c2cccnc2)N1C1CCCCC1 (configuration not stated)	-21	-2%	-28%	-1%	1%	2%	-17%	-2%	6%	17%	-2%
CCn1c(SCC(=O)NCc2ccccc2)nc2ccccc2c1=O	-11	0%	0%	-1%	4%	10%	22%	-3%	0%	26%	0%
Cc1ncc(CN2CCCC(CCC(=O)NCc3ccccc3F)C2)s1 (configuration not stated)	13	1%	-12%	-3%	-1%	-2%	3%	-24%	0%	17%	0%
CCS(=O)(=O)Nc1ccc(-c2nnc(SCC(=O)c3ccc(NC(C)=O)c(OC)c3)o2)cc1	-19	-2%	-3%	0%	4%	1%	-7%	-4%	5%	-21%	21%
O=C(Cc1n[nH]c(=O)c2ccccc12)OCC(=O)c1ccccc1Cl	-11	0%	/	-7%	8%	-1%	/	-9%	-5%	/	/
COc1ccc(N2CCN(C(=O)c3ccc4c(=O)n(CCc5ccc(OC)c(OC)c5)c(=O)[nH]c4c3)CC2)cc1	2	-2%	-1%	-25%	-12%	-2%&-1%	-8%	-42%	-17%	0%	8%
COc1cccc2c(=O)cn[nH]c12	-15	5%	7%	-3%	9%	-1%	-9%	4%	3%	-3%	1%
Cc1noc(/C=C/N(C)C)c1S(=O)(=O)N(C)CC(=O)N1CCc2ccccc21	2	-6%	14%	1%	-1%	2%	-11%	-38%	-2%	4%	9%
CSCC(=O)N1CCc2ccc(NC(=O)c3ccccc3Cl)cc2C1	-15	/	15%	?	?	17µM*	27%	10µM*	?	18%	0%
O=C(Nc1ccccc1C(=O)NCc1cccnc1)c1ccccc1Cl	9	0%	/	0%	-1%	0%	2%	4%	8%	-23%	-14%
O=C(Nc1ccc(N2CCOCC2)c(Cl)c1)c1cccnc1Cl	7	8%	11%	0%	1%	-15%	4%	0%	7%	?	-6%
CCOc1ccccc1NC(=S)NC1CC2CCC1C2 (configuration not stated)	0	12%	4%	-3%	-3%	-6%	7.1µM*	-21%	2%	2.8µM*	/
Nc1nc(Cl)nc2ccc(Br)cc12	20	?	-1%	8%	13%	?	-7%	-6%	3%	-2%	-1%
COc1cc(/C=N/NC2=NCCCCC2)ccc1O	-2	-3%	/	-3%	-4%	-3%	-5%	2%	0%	2%	-5%
Cc1cc(C)cc(NC(=O)C(Sc2ncnc3ccccc23)c2ccccc2)c1 (configuration not stated)	-21	2%	-4%	14%	-8%	-1%	3%	-63%[inhibitor]	2%	1%	11%
CCC(C(=O)OCC(=O)N1CCN(c2ccc(OC)cc2)CC1)c1ccccc1 (configuration not stated)	12	-1%	/	-9%	-1%	7%	/	15%	-5%	/	/
CC12CN3CCN(CC(C3)/C1=N\NC(=O)c1ccccc1N)C2	3	17%	/	-2%	?	?	-10%	0%	23%	-18%	-9%
FC(F)(F)c1cccc(NC(=S)NNC(=S)NCc2ccccc2)c1	-6	-2%	?	6%	-7%	-16%	?	43%	3%	?	-15%
CCC(=O)Nc1ccccc1C(=O)OCC(=O)c1ccc2ccccc2c1	1	13%	5%	10%	-5%	15µM*	20%	-16%	15%	?	1%
COc1ccc(-c2cn[nH]c2-c2ccc(OCc3ccc([N+](=O)[O-])cc3)cc2O)cc1	11	-15%	?	-2%	-11%	1%	2µM*	-65%	-1%	2.8µM*	5%
O=C(Nc1ccccc1N1CCOCC1)c1ccccc1[N+](=O)[O-]	-4	-1%	?	-3%	-1%	5%	-16%	0%	3%	21%	-2%
COc1ccccc1-c1cc(C(=O)NC(C)C)no1	-4	7%	/	3.2µM*	?	13µM*	0%	66%	2.8µM*	4%	0%
CCOc1ccc(NC(=O)c2cc3n(n2)C(C(F)(F)F)CC(c2ccco2)N3)cc1 (configuration not stated)	7	0%	26%	-6%	2%	1%	-11%	-25%	-1%	-4%	0%
CN1C(=O)/C(=C\C=C2/CCCN2C)N(C)C1=S	-4	0%	0%	25%	?	?	19%	63%	?	14%	-8%
CCCN1CCN(c2ccc(S(N)(=O)=O)cc2[N+](=O)[O-])CC1	-7	-1%	-21%	-3%	-2%	4%	-1%	-6%	1%	18%	7%
COc1ccc(-n2ncc3c(NCc4ccccn4)ncnc32)cc1	-2	2%	14%	?	?	15µM*	/	?	?	31%[0.365 µM]	-7%
CC(C)(C)c1ccc(OCc2ccc(C(=O)N/N=C/c3ccc([N+](=O)[O-])cc3)o2)cc1	-4	?	?	1.6µM*	2%	?	10µM*	?	?	?	2%
COc1ccc(C(=O)N2CCN(c3nc4ccccc4o3)CC2)cc1OC	-5	1%	0%[11.7 µM]	0%	-9%	-2%	-25%	-8%	-18%	22%	-5%
COCCn1c(C)cc(/C=N/NC(=O)c2cc3ccccc3cc2O)c1C	9	23%	/	-3%	1%	15µM*	/	-39%	16%	/	/
CCOC(=O)C1=C(C)Nc2ccccc2N=C1NC(=O)c1cccc(S(=O)(=O)NCc2ccccc2)c1	0	0%	/	0%	-8%	2%	12%	-1%[1.84 µM]	-2%	?	1%
O=C(Cn1c2ccc(F)cc2c2nc3n(c(=O)c21)CCS3)Nc1ccccc1C(F)(F)F	6	-7%	-5%	-9%	0%	0%	7%	-16%	2%	-9%	/
CCCc1nnc(NC(=O)c2cc(OC)cc(OC)c2)s1	25	0%	-7%	-12%	1%	-5%	?	-2%	4%	11µM*	1%
C=CCNC(=S)NNC(=O)c1cccn(Cc2ccc(Cl)cc2)c1=O	15	-3%	3%	2%	0%	0%	-16%	14%[1.84 µM]	-3%	19%	-5%
COc1ccccc1C(=O)NNC(=O)c1cccc(C)c1	-5	11%	4%	?	?	12µM*	-9%	53%	?	-17%[1.91 µM]	-13%
COc1ccc(NS(=O)(=O)c2ccc(NC(=S)NC(=O)c3ccc(F)cc3)cc2)nn1	9	6%	9%	-3%	1%	3%	-29%	-14%	-5%	1%	1%
O=C(COc1ccc(Br)cc1)Nc1ccc(S(=O)(=O)Nc2ccccn2)cc1	0	-5%	/	-3%	11%	?	2%	-12%	-2%	3%	5%
Cc1cccc(-n2cc(CN3CCN(C(=O)c4ncn[nH]4)CC3)c(-c3cccc(F)c3)n2)c1	0	1%	10%	6%	11%	13µM*	8%	2%	28%	0%	2%
Cc1ccc(S(=O)(=O)N2CCCCC2)cc1NS(=O)(=O)c1ccc(Cl)c(C(=O)O)c1	3	-6%	/	-5%	1%	-2%	/	-7%	-1%	/	/
CSc1ccccc1C(=O)OCC(=O)N1CCN(C(C)=O)CC1	19	0%	/	-2%	-1%	-3%	/	4%	11%	/	/
Cc1cc(C(=O)Nc2cccc3ccccc23)c(C)o1	?	12%	-7%	-6%	3%	-16%	-10%	12%	-4%	-6%	/
Cc1ccc2cc3c(nc2c1)N(c1ccccc1)CC3	-9	1%	?	20%	2%	?	-23%	-38%	2%	-14%	-5%
CCOC(=O)CSc1nc2c(c(=O)n1-c1ccc(OC)cc1)SCC2	3	3%	5%	-4%	5%	7%	?	4%	-6%	-6%	5%

The list is partial; rates above refer to the full screens.
